CD40 NFkB inh: CD40 pathway inhibition in BL2 cells | BL2 NF-kB luciferase reporter, CD40L-induced, 4 h | AID 1053188 | 83,000 compounds, 0.94% hits | inhibition, % at 10 µM;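 active = mean inhibition of at least 50% with a set share of replicates also reaching that level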;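 also: 0% = neutral control wells and 100% = IKK inhibitor VII at 50 µM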
The depositor's hits bear a star; [ ] = another dose, or the depositor's remark. Only part of the results is shown. The share of hits here may be higher or lower than overall.

SMILES	CD40 NFkB inh
CN(C1CCCCC1)S(=O)(=O)c1cccc2nsnc12	13.2
O=C(CN1CCN(C(=O)N2CCCCC2)CC1)Nc1ccc(F)cc1	0.7
N#C[C@H]1[C@@H](c2ccccc2)[C@@H](CO)N1C(=O)c1cc(Cl)cc(Cl)c1	4.2[25 µM]
Cc1ccccc1OCC(O)CN1CCN(C)CC1 (configuration not stated)	-3.9
C[C@H](CO)N1C[C@H](C)[C@H](CN(C)Cc2cccnc2)Oc2ncc(-c3ccc(C#N)cc3)cc2C1=O	-2.5[25 µM]
CCCCN(C(=O)c1cc(-c2ccc(F)cc2)nc2ccccc12)c1c(N)n(CCCC)c(=O)[nH]c1=O	5.6
C[C@H](CO)N1C[C@H](C)[C@@H](CN(C)S(C)(=O)=O)Oc2ccc(NC(=O)Nc3ccc(F)cc3)cc2CC1=O	-0.2[25 µM]
C(=C\c1ccccc1)/CN1CCN(c2ncnc3c2oc2ccccc23)CC1	41.3
Cc1cc(S(=O)(=O)N2CCCCC2CCNC(=O)C(=O)NC2CC2)ccc1F (configuration not stated)	9.8
CN(Cc1ccc(F)cc1)Cc1nc(CCc2ccccc2)no1	10.2
N#C/C(=N\Nc1ccccc1[N+](=O)[O-])C(=N)N1CCCCC1	-6.2
CCCC(=O)Nc1sc2c(c1C(=O)OCC)CC(C)(C)OC2	-4.0
O=C(Nc1ccc(Cl)c(S(=O)(=O)N2CCOCC2)c1)C1CCCC1	-0.9
O=C(c1cnc2n(c1=O)CCS2)N(c1ccccc1)C1CCCCC1	21.6
O=C(Nc1ccccc1F)N[C@H]1C=C[C@H](CC(=O)N2CCCCC2)O[C@@H]1CO	-3.4
O=S(=O)(c1ccc2c(c1)OCCO2)N1CCC(c2nc3ccccc3s2)CC1	4.8
N#C[C@@H]1[C@@H](c2ccccc2-c2ccccc2)[C@H](CO)N1C(=O)Cc1ccccc1	6.5[25 µM]
Cc1ccc(S(=O)(=O)N(Cc2c(F)cccc2Cl)C(=O)N2CCN(C)CC2)cc1	-3.1
CC(C)(C)C(=O)Nc1ccc(C(=O)COC(=O)c2ccccn2)cc1	-7.0
CN(CC(=O)Nc1ccc(N2CCOCC2)cc1)C(=O)CSc1ccc(F)cc1	-1.1
NS(=O)(=O)c1ccc(CCNC(=O)COC(=O)c2nc(Cl)ccc2Cl)cc1	5.2
COc1ccc(C(=O)Nc2ccccc2C(=O)Nc2ccccc2)cc1	-28.8
c1ccc(-n2cnnc2SCc2nc3ccccc3s2)cc1	-103.1
Cc1noc(C)c1CC(=O)Nc1ccc2c(c1)OCO2	-19.5
CC(O)(c1ccccc1)c1nc(-c2cccc(F)c2)cs1 (configuration not stated)	-5.2
C/C=C/c1cnc2c(c1)C(=O)N([C@H](C)CO)C[C@@H](C)[C@H](CN(C)C(=O)Nc1cccc(OC)c1)O2	-4.3[25 µM]
CN(C)C(=O)C[C@H]1CC[C@H]2[C@H](COc3ccc(NC(=O)C4CCCC4)cc3C(=O)N2C)O1	-8.7
CCOc1ccc(NS(=O)(=O)c2ccc(NC(=O)c3cccnc3)c(OC)c2)cc1	5.8
COCCNC(=O)C[C@H]1C[C@@H]2c3cc(NC(=O)CN(C)C)ccc3O[C@@H]2[C@@H](CO)O1	-2.2[25 µM]
O=C1CCCCn2nncc2COC[C@H](Cc2ccccc2)N1	-4.2[25 µM]
Cc1ccc(S(=O)(=O)Nc2ccc3c(c2)C(=O)N([C@@H](C)CO)C[C@@H](C)[C@@H](CN(C)C)O3)cc1	9.7
O=C(NNC(=O)c1ccc2c(=O)n3c(nc2c1)CCC3)c1cccc(Cl)c1	5.1
O=C(Cc1cccs1)Nc1ccccc1-c1nc2ccccc2[nH]1	9.1
COc1ccccc1OCCNc1ccc(S(=O)(=O)N2CCCC2)cn1	26.2
CC(C)[C@@H](C)NC(=O)N(C)C[C@@H]1OCc2ccccc2-c2c(n(C)c3ccccc23)C(=O)N([C@@H](C)CO)C[C@H]1C	1.6
COc1ccc(-n2nc(C(=O)O)nc2-c2ccccc2)cc1	21.5
NC(=O)CC12CC3CC(C1)CC(CC(N)=O)(C3)C2	6.1
FC(F)Oc1cccc2cccnc12	1.5
O=C(O)C1CC=CCC1C(=O)c1ccccc1 (configuration not stated)	-12.1
CCN(CC(=O)NC1CCS(=O)(=O)C1)Cc1nc2c(Br)cc(Br)cc2c(=O)[nH]1 (configuration not stated)	3.1
COc1ccc(C(=O)CSc2nc(=O)n(Cc3cccnc3)c3c2CCC3)cc1	-10.1
CO[C@H](CN(C)S(=O)(=O)c1ccc(F)cc1)[C@@H](C)CN(C(=O)Nc1ccccc1F)[C@H](C)CO	-11.8
CC(=O)Nc1cccc(C(=O)NN2C(=O)NC3(CCC(C)CC3)C2=O)c1 (configuration not stated)	1.4
COc1ccc(OC)c(NC(=O)COc2coc(CN3CCc4ccccc43)cc2=O)c1	1.6
COc1ccc(NC(=O)CN(C)C(=O)CC2CCCC2)cc1	4.6
Cc1c(N(C)S(=O)(=O)c2ccc(Cl)c(C(=O)N3CCC(C(N)=O)CC3)c2)c(=O)n(-c2ccccc2)n1C	0.4
CN(C)C(=O)c1cccc(-c2ccc([C@H]3[C@@H](CO)N4CCCCN(Cc5cccnc5)C[C@H]34)cc2)c1	0.3[25 µM]
COc1ccc(-c2nc3scc(-c4ccccc4)n3n2)cc1	-16.6
O=C(Cc1ccccc1)Nc1ccc(NC(=O)c2cccnc2)cc1	5.5
CCOC(=O)Cn1c(C)cc(=O)c2ccccc21	13.1
COc1ccc(N(C)S(=O)(=O)c2cccc(C(=O)NC3=NCCS3)c2)cc1	-4.0
Cc1cc(C(=O)Nc2nnc(C(F)(F)F)s2)no1	-15.4
C[C@@H]1CN([C@H](C)CO)C(=O)c2c(c3ccccc3n2C)-c2ccccc2CO[C@H]1CN(C)C(=O)Nc1ccccc1	9.4
O=C(c1cc2ncc(Br)cn2n1)N1CCCCC1	-13.5
O=C(C1CC1)N1[C@H](CO)[C@H]2c3ccccc3N(S(=O)(=O)c3ccccc3)C[C@H]21	7.5
O=C(COC(=O)c1ccccn1)NCc1ccc(Cl)cc1Cl	-4.3
C[C@H](CO)N1C[C@H](C)[C@H](CN(C)C(=O)OCc2ccccc2)OCc2cnnn2CCCC1=O	4.6[25 µM]
CCC(=O)Nc1ccc2c(c1)OC[C@@H](C)N(Cc1ccccc1)C[C@H](C)[C@H](OC)CN(C)C2=O	14.5[25 µM]
CCC(=O)N1CCc2cc(S(=O)(=O)NCCC(=O)N3CCc4ccccc4C3)ccc21	-5.6
CCc1ccc(-c2cc(C)no2)cc1S(=O)(=O)N1CCC(C)CC1	1.0
The list continues.
SMILES	CD40 NFkB inh
COc1ccc(/C=N/NC(=O)C(O)(c2ccccc2)c2ccccc2)cc1OC	6.7
CCOC(=O)C1CCCN(C(=O)C2(c3ccc(Cl)cc3)CCCC2)CC1 (configuration not stated)	6.5
COc1ccc(-c2ccc([C@@H]3[C@@H](C#N)N(C(=O)c4cccc(F)c4)[C@H]3CO)cc2)cc1	0.0[25 µM]
CC(=O)c1ccc(OC(C)C)c(CC(C(N)=O)C(N)=O)c1	14.5
CN(C)S(=O)(=O)NCc1ccc2c(c1)OCO2	1.6
C[C@@H](O)C#Cc1ccc([C@@H]2[C@H](CO)N3CCCCN(C(=O)c4ccncc4)C[C@@H]23)cc1	-10.0[25 µM]
CNc1cccc(-c2ccc(C(C)=O)s2)n1	-68.9
Nc1nc(SCc2nc3scc(-c4ccccc4)c3c(=O)[nH]2)n[nH]1	9.2
CCOC(=O)c1c(-c2ccccc2)oc2ccc(O)c(CN3CCOCC3)c12	-1.3
CCCc1c(C)nc2ccccc2c1SCCC#N	2.6
Cc1cc(=O)n2[nH]c(C)cc2n1	2.8
Cc1nonc1OCCCNc1ccc([N+](=O)[O-])cc1Cl	-53.4
CC(=O)c1c[nH]c(C(=O)NC2CCCCCC2)c1	-4.7
CCc1nnc(NC(=O)CC(=O)Nc2ccccc2C(=O)O)s1	7.9
Cc1cc(C(=O)NC(C)c2ccncc2)cs1 (configuration not stated)	7.3
CCCN(CC(=O)Nc1ccccc1C)C(=O)COc1c(Cl)cccc1Cl	-3.5
COc1ccc2c3c([nH]c2c1)[C@@H](CO)N(C(C)=O)CC31CN(C(=O)CN2CCOCC2)C1	4.9[25 µM]
Cc1cc(C(=O)NNC(=S)NCc2ccco2)nn1C	0.5
C[C@@H]1CN([C@@H](C)CO)C(=O)CCCn2cc(nn2)CO[C@@H]1CN(C)Cc1ccc(-c2ccccc2)cc1	4.7
O=C(COc1ccc(-c2nnco2)cc1)N1CCOCC1	-5.5
CC(C)CN1CCC1(C)C(=O)Nc1cccc(C#N)c1 (configuration not stated)	7.9
Cn1ncc(C#N)c1NC(=O)C1CC(c2ccc(Cl)cc2)=NO1 (configuration not stated)	3.5
CCCn1c(=O)c2[nH]c(-c3ccc(OCC(=O)Nc4ccc(C#N)cc4)cc3)nc2n(CCC)c1=O	1.6[25 µM]
Cc1ccc(/C=C2/CNC/C(=C\c3ccc(C)cc3)C2=O)cc1	65.3*[25 µM]
O=C(CCCOc1ccccc1)NCCc1nc2ccccc2[nH]1	10.9
COc1ccc(CCN2CC(C(=O)N(C)Cc3ccccn3)CCC2=O)cc1 (configuration not stated)	-4.8
COc1ccccc1C(=O)NNC(=O)c1cc2ccccc2cc1O	-7.9
O=C(NCCS(=O)(=O)N1CCN(c2ccccc2F)CC1)c1ccc(Cl)cc1	4.6
COc1ccc(N2CN=C3SCC(=O)N3C2)cc1	-12.6
CC1(C)Cc2ccccc2-c2nnc(-c3ccco3)n21	-1.4
COc1ccc(C(O)(CCN2CCOCC2)c2ccccc2)cc1 (configuration not stated)	14.0
CC1CCN(C(=O)CC#N)CC1	12.6
CCOc1ccc(OCCC(=O)OCC(=O)NC(C)c2ccccc2)cc1 (configuration not stated)	3.9
O=C(CN1C(=O)CSc2ccccc21)N1CCc2ccccc21	-0.8
O=C(Cc1ccccc1)N(c1ccc(F)cc1)C1C=CS(=O)(=O)C1 (configuration not stated)	-4.2
O=C(Nc1ccc2c(c1)[C@@H]1C[C@@H](CC(=O)N3CCCCC3)O[C@@H](CO)[C@@H]1O2)NC1CCCCC1	-4.4[25 µM]
CC(C)(C)CN1CCNC(=O)C1CC(=O)N1CCOc2ccccc2C1 (configuration not stated)	7.6
O=[N+]([O-])c1cc(F)c(N2CCCCC2)cc1N1CCOCC1	-2.3
CCc1ccc(S(=O)(=O)Nc2ccc(-c3ccc4nnc(C)n4n3)cc2)s1	6.4
O=[N+]([O-])c1ccc([N+](=O)[O-])c(Nc2ccc(N3CCOCC3)cc2)c1	26.5
COCCN(C(=O)COC(=O)CSc1cc(C)ccc1C)c1c(N)n(Cc2ccccc2)c(=O)[nH]c1=O	2.0
Cc1cc(S(=O)(=O)NCc2ccccc2)ccc1OCC(=O)N1CCCC1	4.3
CC(=O)N1CCCCN2[C@H](CO)[C@H](c3ccc(-c4ccccc4)cc3)[C@@H]2C1	2.9[25 µM]
COc1ccccc1OCCOc1ccccc1/C=N/n1cnnc1	-4.3
O=C(NCCCN1CCOCC1)c1ccc2c(c1)N(Cc1ccccc1)CCS2	7.1
COc1ccc(NC(=O)N2CCC3(CC2)CN(C(=O)c2cccnc2)[C@H](CO)c2[nH]c4cc(OC)ccc4c23)cc1	-14.9[25 µM]
CC(C)NC(=O)N(C)C[C@H]1OCCCC[C@@H](C)Oc2ccc(NC(=O)NC3CCCCC3)cc2C(=O)N([C@H](C)CO)C[C@H]1C	11.6
CCCCN(C(=O)CCSc1ccc(F)cc1)c1c(N)n(Cc2ccccc2)c(=O)[nH]c1=O	2.7
CCN(c1ccccc1)S(=O)(=O)c1ccc(C(=O)NCCCN2CCOCC2)cc1	2.6
CC(=O)N1c2ccc(S(=O)(=O)N3CCCC3)cc2CC1C(=O)NCc1cccc(F)c1 (configuration not stated)	8.0
O=C(Nc1ccccc1C(=O)O)c1ccc2ccccc2n1	-52.9
Cc1cccc(-c2ccc([C@@H]3[C@@H](CO)N4C(=O)CN(C(=O)c5ccc6c(c5)OCO6)C[C@H]34)cc2)c1	23.2[25 µM]
O=C(C[C@@H]1CC[C@H]2[C@@H](COC[C@@H](O)CN2S(=O)(=O)c2cccc(F)c2)O1)NCc1ccncn1	-10.4[25 µM]
COc1ccc(CCN2CC(C(=O)N(C)CCOc3ccccc3)CCC2=O)cc1 (configuration not stated)	-12.8
Clc1ccccc1Cc1noc(CN2CCN3CCCC3C2)n1 (configuration not stated)	2.3
CN(C)S(=O)(=O)c1ccc(C(=O)N2CCN(S(=O)(=O)c3ccc4c(c3)OCCO4)CC2)cc1	-3.5
CC(=O)Nc1ccc(N2CCCCC2)c(C(=O)Nc2cccc(C)c2)c1	21.1
CN(CC(=O)Nc1cccc(F)c1)C(=O)CCCN1C(=O)c2cccc3cccc(c23)C1=O	-16.5

Among those listed so far, these have a Cl atom:
SMILES	CD40 NFkB inh
N#C[C@H]1[C@@H](c2ccccc2)[C@@H](CO)N1C(=O)c1cc(Cl)cc(Cl)c1	4.2[25 µM]
O=C(Nc1ccc(Cl)c(S(=O)(=O)N2CCOCC2)c1)C1CCCC1	-0.9
Cc1ccc(S(=O)(=O)N(Cc2c(F)cccc2Cl)C(=O)N2CCN(C)CC2)cc1	-3.1
NS(=O)(=O)c1ccc(CCNC(=O)COC(=O)c2nc(Cl)ccc2Cl)cc1	5.2
O=C(NNC(=O)c1ccc2c(=O)n3c(nc2c1)CCC3)c1cccc(Cl)c1	5.1
Cc1c(N(C)S(=O)(=O)c2ccc(Cl)c(C(=O)N3CCC(C(N)=O)CC3)c2)c(=O)n(-c2ccccc2)n1C	0.4
O=C(COC(=O)c1ccccn1)NCc1ccc(Cl)cc1Cl	-4.3
CCOC(=O)C1CCCN(C(=O)C2(c3ccc(Cl)cc3)CCCC2)CC1 (configuration not stated)	6.5
Cc1nonc1OCCCNc1ccc([N+](=O)[O-])cc1Cl	-53.4
CCCN(CC(=O)Nc1ccccc1C)C(=O)COc1c(Cl)cccc1Cl	-3.5
Cn1ncc(C#N)c1NC(=O)C1CC(c2ccc(Cl)cc2)=NO1 (configuration not stated)	3.5
O=C(NCCS(=O)(=O)N1CCN(c2ccccc2F)CC1)c1ccc(Cl)cc1	4.6
Clc1ccccc1Cc1noc(CN2CCN3CCCC3C2)n1 (configuration not stated)	2.3

High-throughput results (PubChem BioAssay)
